BoNT-F LC inh: blocks Botulinum neurotoxin F light chain protease. AID 588497. Multiplex microsphere protease cleavage assay, flow cytometry. inhibition, % at 10 µM. 0.22% of 360,000 active; in the data active means inhibition above about 35%, passing the limit was not always enough; inconclusive means no clear call, values can overlap the other calls; further: plate controls were buffer without enzyme for full effect and enzyme alone for no effect
Mtb FBA inh: inhibits M. tuberculosis FBA enzyme | P9WQA3 | purified M. tuberculosis FBA, fluorescence read-out | inhibition, % at 1 µM | 2.3% of 360,000 active; in the data active means inhibition above about 27%;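 further: 0% = vehicle and 100% = reference inhibitor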
Target sequence (P9WQA3 whole entry, looked up): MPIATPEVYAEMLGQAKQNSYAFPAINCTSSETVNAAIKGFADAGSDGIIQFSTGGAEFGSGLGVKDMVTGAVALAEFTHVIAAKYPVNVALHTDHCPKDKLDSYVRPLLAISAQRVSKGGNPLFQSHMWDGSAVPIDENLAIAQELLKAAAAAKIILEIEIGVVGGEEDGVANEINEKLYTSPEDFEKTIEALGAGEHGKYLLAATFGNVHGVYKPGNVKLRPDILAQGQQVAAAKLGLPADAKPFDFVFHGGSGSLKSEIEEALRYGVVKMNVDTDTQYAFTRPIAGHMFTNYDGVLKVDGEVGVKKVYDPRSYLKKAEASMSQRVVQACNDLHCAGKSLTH
FadD28 binding: blocks FadD28 binding to the bisubstrate probe. 0.22% of 360,000 active. inhibition, % at 12.5 µM. fluorescence polarization; in the data active means inhibition above about 8.5%, passing the limit was not always enough; inconclusive means no clear call, values can overlap the other calls
PrPC surface inh: inhibitors of human cell surface prion protein PrPC | P04156 | TR-FRET read-out | inhibition, % at 13.8 µM | 0.43% of 370,000 active | AID 720596; in the data active means inhibition above about 24%; further: 0% = median of the test wells and 100% = reference compound wells
BioA inh: inhibitors of Mycobacterium tuberculosis BioA enzyme; purified M. tuberculosis BioA enzyme, plate reader; inhibition, % at 9.99 µM; 0.096% of 360,000 active; AID 602481; in the data active means inhibition above about 40%; inconclusive means no clear call, values can overlap the other calls
UGM FP inh: blocks M. tuberculosis UGM enzyme; 0.06% of 320,000 active; P9WIQ1; purified UGM, fluorescence polarization probe displacement; inhibition, % at 10 µM; in the data active means inhibition above about 10%, passing the limit was not always enough; inconclusive means no clear call, values can overlap the other calls
Target sequence (P9WIQ1 whole entry, looked up): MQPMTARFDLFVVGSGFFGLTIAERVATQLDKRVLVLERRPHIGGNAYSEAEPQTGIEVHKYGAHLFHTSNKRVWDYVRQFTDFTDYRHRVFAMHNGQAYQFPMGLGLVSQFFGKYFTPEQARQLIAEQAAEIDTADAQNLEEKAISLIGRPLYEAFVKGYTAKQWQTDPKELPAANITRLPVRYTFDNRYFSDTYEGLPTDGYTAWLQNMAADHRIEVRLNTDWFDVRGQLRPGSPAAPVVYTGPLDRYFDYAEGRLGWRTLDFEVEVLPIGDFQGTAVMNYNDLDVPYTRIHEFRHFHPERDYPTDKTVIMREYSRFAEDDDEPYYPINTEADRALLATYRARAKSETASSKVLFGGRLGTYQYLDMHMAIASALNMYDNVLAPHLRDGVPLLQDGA
BoNT-A LC inh2: blocks Botulinum neurotoxin A light chain protease. multiplex microsphere protease substrate cleavage, flow cytometry. inhibition, % at 10 µM. 0.17% of 360,000 active; in the data active means inhibition above about 30%; inconclusive means no clear call, values can overlap the other calls; further: plate controls were buffer without enzyme for full effect and enzyme alone for no effect
CCHFV vOTU inh: blocks the CCHF virus ovarian tumor domain protease; CCHFV vOTU protease, Pep-AMC fluorescence; inhibition, % at 11.5 µM; 0.55% of 370,000 active; AID 651958; further: 0% = vehicle wells with enzyme and 100% = no enzyme wells
GDH-TPI inh: counter-screen for M. tuberculosis FBA inhibitors: GDH-TPI coupled enzymes. GDH-TPI coupled enzyme counterscreen, NADH absorbance. inhibition, % at 4.8 µM. 1.2% of 360,000 active. AID 588335;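 further: 0% = DMSO wells and 100% = wells lacking the enzyme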
Numbers without * were called inactive; ? = inconclusive; . = no result given; & = joins results of further samples. Unless noted, no stated cut-off is given here; in the data, active means inhibition above about 30%; inactive means the rest.

SMILES	BoNT-F LC inh	Mtb FBA inh	FadD28 binding	PrPC surface inh	BioA inh	UGM FP inh	BoNT-A LC inh2	CCHFV vOTU inh	GDH-TPI inh
Cc1ccc(C)c(N2CCN(c3ccc([N+](=O)[O-])cn3)CC2)c1	?	3	-2.6	2	-1.2	0.1	0.0	-2	8
Fc1ccc([C@@H]2CCNC[C@H]2COc2ccc3c(c2)OCO3)cc1	-12&-18&-18	-2&1&-3	-6.0&-2.6&-5.1	-11&-14&-12	0.3&1.0&0.6	1.7&-3.6	-0.9&-1.1&-0.9	3&3&6	2&6&0
CCC(=O)Oc1cccc(C(=O)Nc2ccc(-c3nnc(-c4ccco4)o3)cc2)c1	-8	-1	-1.0	1	.	2.4	-0.7	7	36*
COCCNC(=O)CN1C(=O)COc2ccc(Cl)cc21	-5	5	2.4	3	-1.2	1.3	-0.8	-6	12
COc1ccc(Cl)cc1N(C(=O)c1ccco1)C(C(=O)NC1CCCC1)c1ccncc1 (stereo not drawn)	4	-5	-0.4	4	-5.1	-1.3	0.3	-6	-5
O=C(CN1CCN(c2nc(-c3ccc(Cl)cc3)cs2)CC1)NCc1ccco1	-25	0	0.6	0	-0.8	.	-1.5	-13	19
CC(C)[C@H]1COCCS(=O)(=O)N1Cc1ccc(Cl)cc1	-4	3	-0.6	-6	0.5	4.2	0.3	16	-1
CCOC(=O)c1[nH]c2ccc(OC)cc2c1NC(=S)N1CCN(C(=O)OCC)CC1	0	6	-0.5	3	.	-0.7	-0.4	-3	12
COc1ccc(C2c3c(ncn(CCCO)c3=N)Oc3ccc4ccccc4c32)cc1OC (stereo not drawn)	.	0	-2.4	4	2.5	1.4	.	-8	-9
Cc1ccc(C2(C)NC(=O)N(CC(=O)N3CCN(S(=O)(=O)c4cccc(F)c4)CC3)C2=O)cc1 (stereo not drawn)	-12	1	0.0	-5	0.7	3.6	-1.6	-2	2
O=C(C1=C[C@@H](C2CCCCC2)C[C@@H](OCc2ccc(CO)cc2)O1)N1CCN(Cc2ccccc2)CC1	-1	-4	-0.7	-7	-3.8&-0.9	-0.2	-0.2	13	-1
Cc1cc(S(=O)(=O)n2ccnc2)c(Cl)cc1Cl	-7	3	-0.7	5	-0.6	-2.0	-0.1	4	2
CCCCC(=O)Nc1nnc(/C=C/c2ccc(OC)cc2)s1	-23	3	-2.3	.	-2.9	0.6	-1.7	.	9
COC(=O)c1ccccc1NC(=O)N1c2ccccc2Sc2ccccc21	-2	-8	-2.4	-10	.	2.6	-0.4	17	-4
CCCC(C)NC(=S)Nc1cc(C)cc(C)c1 (stereo not drawn)	-4	5	-2.7	3	.	3.1	-0.3	2	5
CN(C)CCCNc1oc(/C=C/c2ccccc2)nc1C#N	1	4	-3.0	11	.	0.4	-0.3	-9	15
CC1CCc2c(sc3nc(SCC(=O)NCc4ccco4)nc(N)c23)C1 (stereo not drawn)	-15	6	-0.6	6	2.1	0.4	-1.3	6	-3
COc1cc(OC)cc(-c2c(C#Cc3ccsc3)c3cc(-c4ccc(CN5CCOCC5)cc4)ccc3n2C)c1	0	15	0.6	6	-1.8	-4.0	0.4	-14	23
CCSc1nnc2n(-c3ccc(OC)cc3)c(=O)c3c4c(sc3n12)CCCC4	-4	3	-1.1	19	-2.3	-0.7	?	6	3
O=C(COc1ccc2c(c1)C(=O)CC1(CCCCC1)O2)NCc1ccccc1	-15	36*	-0.6	6	0.1	1.1	-0.2	-35	2
CCCCN(CCCC)Cc1ccc(N)cc1	-5	-2	-5.2	1	.	1.8	-1.0	9	-13
COc1ccccc1-c1cnc2c(Nc3cccc(OC(F)(F)C(F)F)c3)nccn12	-7	1	-1.4	11	-1.3	.	-0.6	1	6
Cc1ccn2c(NC3CCCCC3)c(C)nc2c1	-1	0	-0.3	2	-1.8	3.4	0.5	-1	7
CCCCc1cc(=O)oc2cc(OCC(=O)N3C[C@H]4C[C@@H](C3)c3cccc(=O)n3C4)ccc12	-10	6	-0.5	5	0.9	-1.7	-0.5	6	13
CCN(CC)S(=O)(=O)c1ccc(Cl)c(NC(=S)NC(=O)C2CCCC2)c1	0	-1	-1.6	14	-3.7	-3.3	-0.7	7	1

No new results follow: 4 of the compounds above.
SMILES	BoNT-F LC inh	Mtb FBA inh	FadD28 binding	PrPC surface inh	BioA inh	UGM FP inh	BoNT-A LC inh2	CCHFV vOTU inh	GDH-TPI inh
COc1ccccc1-c1cnc2c(Nc3cccc(OC(F)(F)C(F)F)c3)nccn12	-7	1	-1.4	11	-1.3	.	-0.6	1	6
Cc1ccn2c(NC3CCCCC3)c(C)nc2c1	-1	0	-0.3	2	-1.8	3.4	0.5	-1	7
CCCCc1cc(=O)oc2cc(OCC(=O)N3C[C@H]4C[C@@H](C3)c3cccc(=O)n3C4)ccc12	-10	6	-0.5	5	0.9	-1.7	-0.5	6	13
CCN(CC)S(=O)(=O)c1ccc(Cl)c(NC(=S)NC(=O)C2CCCC2)c1	0	-1	-1.6	14	-3.7	-3.3	-0.7	7	1

Other structures.
SMILES	BoNT-F LC inh	Mtb FBA inh	FadD28 binding	PrPC surface inh	BioA inh	UGM FP inh	BoNT-A LC inh2	CCHFV vOTU inh	GDH-TPI inh
O=C(CCNC(=O)C1CCN(S(=O)(=O)c2ccccc2)CC1)NCc1ccccc1Cl	9	-2	-5.3	-1	-1.0	-0.7	0.7	4	8
O=C(O)CC/C(=N\Nc1ccc(S(=O)(=O)N2CCOCC2)cc1[N+](=O)[O-])c1cccs1	-6	-16	0.6	-42	.	1.0	0.0	19	67*
COc1ccc(-c2cccc3c2C2CC3CCN2C(=O)OCc2ccccc2)cc1 (stereo not drawn)	4	0	-1.6	-3	0.3	.	0.2	7	-1
Cc1nc(Cl)sc1C(=O)Nc1cccc(C(F)(F)F)c1	9	-1	-1.8	3	6.9	.	0.5	-8	4
O=c1cc(CN2CCN(S(=O)(=O)c3ccccc3[N+](=O)[O-])CC2)nc2sccn12	-2	-2	-9.2	-1	-0.5	0.1	-0.7	7	-4
Cc1ccc(S(=O)(=O)NCc2ccccc2)cc1C(=O)NCCc1ccc(S(N)(=O)=O)cc1	-12	2	0.4	-2	-5.0	0.0	-0.3	4	5
CCOC(=O)C(Cc1ccccc1)NC(=O)CCc1nnc2ccc(N3CCOCC3)nn12 (stereo not drawn)	-2	0	-0.8	-7	-0.9	-1.5	1.0	8	4
CC1CC(C)CN(S(=O)(=O)c2ccc3c(c2)CCN3C(=O)CCC(=O)O)C1 (stereo not drawn)	-3	2	0.2	.	0.0	1.1	1.6	.	2
Cc1ccc(C2=NCCn3nc4cc(C(F)(F)F)ccc4c32)cc1	-4	0	-1.3	-1	-0.8	-0.5	-0.3	0	1
C[C@@H]1CN([C@@H](C)CO)C(=O)CCCn2nncc2CO[C@@H]1CN(C)S(=O)(=O)c1cccc(F)c1	-9	2	-1.0	-3	-0.7&-1.5	.	-0.1	3	5
CC(=O)c1c(C)[nH]c(C(=O)Nc2nccs2)c1C	3	-5	-0.7	12	2.8	1.7	-0.2	-2	12
COC(=O)c1cnc(Oc2c(Cl)cc(N)cc2Cl)cc1C(F)(F)F	.	2	-1.0	-3	1.7	0.1	.	8	-1
O=c1cc(Nc2ccc3c(c2)OCCO3)[nH]c(=O)n1C1CCCCC1	2	0	15*	2	-1.2	2.8	-0.5	3	10
CC(=O)C1=C(C)NC(SCC(=O)c2ccc(F)cc2)=C(C#N)C1c1ccco1 (stereo not drawn)	-4	-4	?	-9	3.1	0.4	7.4	8	6
Oc1c(Br)cc(Br)cc1/C=N/c1nc2c(s1)CCCC2	-3	0	-1.8	.	-0.5	0.9	-0.7	.	9
COc1ccc(C(=O)CSc2n[nH]c(N)n2)cc1	4	2	0.4	-6	-6.1	-0.5	-0.4	6	4
CSc1ncc(C(=O)Nc2ccc(Cl)cc2)c(C)n1	12	1	-0.4	10	-2.7	0.6	0.1	9	-2
CCCCNc1nc2cccnc2s1	-4	-1	-3.4	-3	-1.3	4.1	-0.2	-6	6
Cc1ccc(N2C(=O)C(CN(C)C)C2c2ccccc2)cc1 (stereo not drawn)	.	0	-0.7	-6	0.0	-4.1	.	-3	-1
COc1ccccc1-c1cc(C(F)(F)F)nc(S(=O)(=O)CCCC(=O)Nc2cc(C)on2)n1	.	-5	-5.3	-5	0.2	0.4	.	11	9
CC1=NNC(=O)C1CC(=O)N/N=C/C(Br)=C/c1ccccc1 (stereo not drawn)	-46	-3	-3.6	-5	0.5	1.1	-4.8	-6	6
CCc1nnc(SCC(=O)Nc2ccccc2)nc1CC	-1	2	1.6	10	4.7	0.8	-0.3	7	6
COc1ccc(CNC(=O)COC(=O)c2c(NC(C)=O)sc(C)c2C)cc1	8	2	0.3	0	-1.4	0.2	-0.3	-5	12
CC(C)[C@H](NC(=O)c1ccco1)C(=O)OCC(=O)Nc1ccc(Cl)c(S(=O)(=O)N(C)C)c1	-5	0	-3.1	2	0.1	-1.7	0.0	17	-4
COCC(=O)N1CCCC(C(=O)c2ccc3c4c(cccc24)CC3)C1 (stereo not drawn)	5	27	-1.0	-1	0.6	1.9	0.9	-32	39*

Continued, starting with the last 2 of the part before.
SMILES	BoNT-F LC inh	Mtb FBA inh	FadD28 binding	PrPC surface inh	BioA inh	UGM FP inh	BoNT-A LC inh2	CCHFV vOTU inh	GDH-TPI inh
CC(C)[C@H](NC(=O)c1ccco1)C(=O)OCC(=O)Nc1ccc(Cl)c(S(=O)(=O)N(C)C)c1	-5	0	-3.1	2	0.1	-1.7	0.0	17	-4
COCC(=O)N1CCCC(C(=O)c2ccc3c4c(cccc24)CC3)C1 (stereo not drawn)	5	27	-1.0	-1	0.6	1.9	0.9	-32	39*
O=C1NC(=Nc2ccccc2Cl)SC1(CO)CO	-24	-1	-2.2	6	-1.7	1.2	3.1	-5	-2
CC(=O)Nc1sc2c(c1C(N)=O)CCCC2	-10	1	-0.4	2	.	-4.1	-2.1	11	0
C=CCn1c(N)cc(=O)nc1SCC(=O)N(c1ccccc1)c1ccccc1	-6	-2	-2.8	-1	0.2	0.0	-0.9	-6	0
COc1ccc(S(=O)(=O)N2CC(O)CC2C(=O)OCc2nc3sc(C)c(C)c3c(=O)[nH]2)cc1 (stereo not drawn)	-30	0	-1.2	3	.	3.8	5.2	-8	12
CC(C)CCNC(=O)c1ccc2nc[nH]c2c1	2	0	-0.5	3	.	-1.4	-0.3	-1	9
O=C(CSCc1c(Cl)cccc1Cl)Nc1ccc2c(c1)OCO2	11	-1	-3.8	11	-2.4	-0.1	0.9	11	-8
O=C(O)C1CC(=O)N(Cc2cccnc2)C1 (stereo not drawn)	-11	-1	-0.2	-2	-0.3	1.5	-1.1	-1	26
COc1ccc(C(=O)NCc2ccc3c(c2)cc(C)n3C)cc1	-82	1	1.3	66*	-1.2	5.5	95*	6	13
CCOC(=O)c1c(N2C(=O)C3C4C=CC(O4)C3C2=O)sc2c1CCCC2 (stereo not drawn)	-7	-1	-3.1	-2	.	1.0	0.2	2	7
O=C(Cc1c(Cl)cccc1Cl)N1CCN(Cc2ccccc2)CC1	-7	4	-3.1	4	0.7	-0.9	-0.8	-9	0
O=C(CN1C(=O)NC2(CCCCCC2)C1=O)N1CCC(Cc2ccccc2)CC1	-1	-7	-0.1	-1	-1.6	0.1	0.9	5	6
C[C@H]1CN([C@@H](C)CO)C(=O)CCCn2cc(nn2)CO[C@@H]1CN(C)C(=O)c1ccncc1	-4	-1	-2.0	-6	-2.1&-1.4	.	0.1	-7	-15
Cc1ccc(C)c(NC(=O)c2cc([N+](=O)[O-])cc([N+](=O)[O-])c2)c1	-6	0	-2.9	-28	-2.1	0.2	0.7	4	0
COc1cccc(CN(C)C(=O)CNC(=O)c2sc3ccccc3c2Cl)c1OC	9	1	-0.3	-5	-2.2	2.7	1.0	10	7
CCn1c(=N)c(S(=O)(=O)c2ccc(F)cc2)cc2c(=O)n3ccccc3nc21	-4	21	-2.2	-6	-2.4	-7.8	0.0	-32	0
C=CC[C@@H](CC(=O)N[C@H](CO)Cc1ccccc1)C(=O)N[C@@H](COC(=O)[C@@H](CC=C)Cc1ccc(F)cc1)Cc1ccccc1	-6	3	-0.3	-1	-1.4	0.2	-0.1	2	8
CN1CCN(C(=O)c2cnn3c2NC(c2ccccc2)CC3C(F)(F)F)CC1 (stereo not drawn)	-5	2	-0.4	-7	2.2	0.5	-0.1	1	-4
COc1ccc(NC2CCCN(C(=O)CCc3ccncc3)C2)cc1OC (stereo not drawn)	4	0	-2.2	-12	-4.8	0.8	-2.2	27	8
O=C(COc1ncnc2c(Cl)cc(Cl)cc12)N1CCCCC1	?	1	-0.1	-6	0.3	1.9	?	-8	5
